Bioassay records (PubChem)
V-ATPase pHluor: regulators of yeast V-ATPase proton transport. S. cerevisiae, pHLuorin cytosolic pH fluorescence. response, % at 10 µM. 0.37% of 350,000 active; in the data active means response mostly above about 7.3%, no sharp cut-off; inactive means mostly below about 5.4%; further: actives read high; inactives centre near 0; some compounds called inactive have numbers as strong as hits; reference of the scale not given here
Arrestin-AP2 inh: inhibitors of human beta-arrestin and AP2 interaction; FITC-arrestin peptide / GST-AP2 beads, flow cytometry; AP2 beta2 appendage carries R879A mutation; inhibition, % at 10 µM; 0.31% of 340,000 active;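 active means inhibition above a set limit, near 3 SD of compounds lacking own fluorescence, cut at about 54% in these data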;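 further: plate controls were DMSO wells for no effect and 5 µM unlabelled arrestin peptide for full effect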
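System: GST-AP2 R879A bound to glutathione beads, E. coli-expressed. Also added: 50 nM FITC-arrestin peptide. Schedule: compound with beads 12 min RT, then probe 1 h RT. Signal: bead flow cytometry, FITC channel. Read-out basis: percent response.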
HTR5A ag ctr: counter-screen for OPRM1-OPRD1 agonists: human HTR5A agonism; HTR5A agonist assay, luminescence, cell-based; 0.61% of 340,000 active; AID 504692; activation, % at 9.3 µM; P47898; in the data active means activation mostly above about 9.5%, no sharp cut-off; inactive means mostly below about 7.6%;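 further: 0% = cells with vehicle only and 100% = reference agonist; strong numbers were not always called active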
Target sequence (P47898 whole entry, looked up): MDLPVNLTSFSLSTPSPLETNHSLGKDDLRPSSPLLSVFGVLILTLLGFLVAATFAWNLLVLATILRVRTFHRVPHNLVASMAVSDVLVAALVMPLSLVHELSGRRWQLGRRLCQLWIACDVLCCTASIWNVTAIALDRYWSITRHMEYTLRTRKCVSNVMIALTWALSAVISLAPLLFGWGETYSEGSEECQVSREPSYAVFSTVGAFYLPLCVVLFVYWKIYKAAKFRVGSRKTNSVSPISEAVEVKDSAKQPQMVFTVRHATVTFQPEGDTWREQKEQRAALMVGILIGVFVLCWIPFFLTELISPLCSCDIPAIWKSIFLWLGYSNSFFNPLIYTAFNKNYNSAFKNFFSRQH
PKA-R1A activ: activates the PKA-R1A holoenzyme complex; P00514+P68181; PKA-R1A dissociation, Cy5-IP20 fluorescence polarization; scaled: DMSO 0%, 113 µM cGMP 100%; activation, % at 11.4 µM; 0.083% of 340,000 active;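 active means percent activation above the mean of all tested compounds plus 3 SD, cut at about 19% in these data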;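 further: higher means more PKAc released from R1A so a rise in polarization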
DAGLB inhibitor: diacylglycerol lipase beta (human) inhibition; HEK293T DAGLB membrane lysate, EnzChek fluorogenic substrate; inhibition, % at 5.17 µM; 0.059% of 340,000 active; in the data active means inhibition above about 34%;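 further: 0% = enzyme with vehicle and 100% = wells lacking enzyme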
Target sequence (Q8NCG7 whole entry, looked up): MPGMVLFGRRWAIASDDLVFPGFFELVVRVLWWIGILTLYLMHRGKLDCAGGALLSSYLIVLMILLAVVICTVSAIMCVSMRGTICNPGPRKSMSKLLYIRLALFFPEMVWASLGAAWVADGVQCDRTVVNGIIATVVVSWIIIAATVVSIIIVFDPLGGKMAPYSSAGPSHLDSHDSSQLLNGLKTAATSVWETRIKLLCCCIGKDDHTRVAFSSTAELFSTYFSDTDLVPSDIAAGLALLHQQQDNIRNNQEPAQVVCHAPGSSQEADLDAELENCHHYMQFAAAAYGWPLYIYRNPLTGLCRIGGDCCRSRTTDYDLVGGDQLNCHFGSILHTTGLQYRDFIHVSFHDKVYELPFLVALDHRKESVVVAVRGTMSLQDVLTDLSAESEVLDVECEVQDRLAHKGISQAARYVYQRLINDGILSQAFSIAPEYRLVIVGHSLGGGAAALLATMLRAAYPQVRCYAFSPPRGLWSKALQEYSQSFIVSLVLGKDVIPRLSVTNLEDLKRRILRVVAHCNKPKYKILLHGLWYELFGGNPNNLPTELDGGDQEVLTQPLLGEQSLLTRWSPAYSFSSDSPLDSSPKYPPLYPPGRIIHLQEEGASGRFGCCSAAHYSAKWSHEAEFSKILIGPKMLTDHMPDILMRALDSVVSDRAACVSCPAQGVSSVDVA
OPRM1-OPRD1 ag: agonists of human mu-delta opioid receptor heterodimerization; P35372+P41143; cells, OPRM1-OPRD1 heterodimerization, luminescence; activation, % at 9.3 µM; 0.3% of 340,000 active; AID 504326; in the data active means activation above about 18%;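 further: 0% = vehicle-treated cells and 100% = reference agonist; values of inactives mirror those of a sister screen read the other way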
HTR5A inv ag: counter-screen for OPRM1-OPRD1 inverse agonists: human HTR5A inverse agonism | P47898 | HTR5A cell line, luminescence | inhibition, % at 9.3 µM | 0.083% of 340,000 active | AID 504634; in the data active means inhibition mostly above about 23%, no sharp cut-off; inactive means mostly below about 18%;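 further: 0% = cells with DMSO and 100% = no-cell wells with DMSO; some compounds called inactive have numbers as strong as hits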
DSG3 Ab inh: blocks pemphigus antibody binding to human desmoglein-3; DSG3-coupled beads, scFv-anti-DSG3-GFP binding, flow cytometry; stronger effect = lower value; binding (percent of control), % at 10 µM; 0.48% of 310,000 active;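 active means binding more than 3 SD below its plate's average and above zero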;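 further: hits lower antibody fragment binding to DSG3; some compounds called inactive have numbers as strong as hits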
PKA-R2B activ: activates the human PKA-R2B holoenzyme complex. activation, % at 11.4 µM. AID 504700. PKA-R2B holoenzyme dissociation, Cy5-IP20 fluorescence polarization; R2B truncated from residue 108, S112A mutant; 0% DMSO only, 100% 113 µM cGMP. 0.079% of 340,000 active. P22694+P31323;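 active means activation above a cutoff set at the mean over all compounds plus 3 SD, cut at about 18% in these data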;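 further: higher means more holoenzyme dissociation and a rise in polarization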
OPRM1-OPRD1 inv: inverse agonist of human OPRM1-OPRD1 heterodimerization; cell-based MOR-DOR heterodimer luminescence, inverse agonism; inhibition, % at 9.3 µM; 0.21% of 340,000 active; in the data active means inhibition above about 22%, passing the limit was not always enough;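 further: 0% = cells with DMSO and 100% = wells without cells with DMSO; values of inactives mirror those of a sister screen read the other way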
The depositor's hits bear a star; . = not tested or not shown.

SMILES	V-ATPase pHluor	Arrestin-AP2 inh	HTR5A ag ctr	PKA-R1A activ	DAGLB inhibitor	OPRM1-OPRD1 ag	HTR5A inv ag	DSG3 Ab inh	PKA-R2B activ	OPRM1-OPRD1 inv
Fc1cccc(Cl)c1Cn1nnc2c(NCc3ccccn3)ncnc21	-5	-3	-3	-2	1	-0.6	20	.	-2	3
Cc1cccc(NC(=O)Cn2nnc(-c3ccc(CN4CCCC4)cc3)n2)c1C	-6	16	5	1	-3	-1.2	-9	93	-2	7
CC1CCc2c(C(=O)Oc3cccc(-n4cnnn4)c3)csc2C1 (configuration not stated)	0	-5	0	0	-4	2.9	4	92	-1	-15
C=CCN1N=C(/C=C/c2ccc(OC)cc2)CCC1=O	2	-17	-3	-6	-2	-4.8	11	102	-5	22
CC(=O)c1ccc(NC(=O)COC(=O)c2ccc(F)cc2F)cc1	2	-5	-2	8	0	-2.0	5	105	11	11
C=C(C)CN(CC)C(=O)CC1C(=O)NCCN1Cc1c(F)cccc1Cl (configuration not stated)	2	16	-3	12	4	0.1	2	101	-1	0
O=C(CSc1nnc(-c2cccnc2)n1Cc1ccco1)c1ccc2ccccc2c1	1	-5	6	-7	1	-1.9	6	94	-7	10
NNc1nnc2c3cc(F)ccc3n(CCc3ccccc3)c2n1	13	8	-4	-1	4	-2.9	16	90	-10	17
COCCNC(=O)CN(Cc1ccco1)C(=O)CCC(=O)Nc1nccs1	5	3	6	-7	0	1.4	-17	92	11	-12
CCOC(=O)N1CCC(N2C(=O)c3ccc(C(=O)NCCOC)cc3C2=O)CC1	3	8	-3	-1	3	-0.2	10	100	-4	1
COc1ccc(S(=O)(=O)Nc2ccc3c(c2)C(=O)N([C@H](C)CO)C[C@H](C)[C@@H](CN(C)C(=O)NC(C)C)O3)cc1	0	0	0	-10	1	-3.1	-2	101	-1	17
CC1(C)NC(=O)N(CCOCCSc2ccccc2)C1=O	0	-5	1	10	-1	-0.6	-8	94	4	3
COc1ccc(C(CNC(=O)c2cccc(S(=O)(=O)Nc3ccc(C)cc3)c2)N2CCCCC2)cc1 (configuration not stated)	-2	9	0	3	-1	2.1	-10	108	2	-14
NS(=O)(=O)c1ccc(NC(=O)C2Cc3ccccc3CN2C(=O)c2ccco2)cc1 (configuration not stated)	0	-5	5	-18	0	0.5	-14	93	-7	-4
O=C(NC(=S)Nc1ccc(S(=O)(=O)Nc2nccs2)cc1)c1ccc(F)c(F)c1	2	2	-7	-1	2	-4.3	18	100	-7	26
COc1ccc(-c2c(C(C)=O)c(C)nc3sc4c(=N)n(N)cnc4c23)cc1	4	-8	-6	-6	-3	-3.7	17	98	-2	22
Cc1c(C)c2ccc(OCC(=O)NC(Cc3ccc(Cl)cc3)C(=O)O)cc2oc1=O (configuration not stated)	-1	9	5	-10	0	-2.9	13	106	3	15
COc1ccc(OCCCC(=O)NCCc2nc3ccccc3[nH]2)cc1	0	31	3	5	-3	-1.0	-7	98	9	6
COc1cc2nc(NC(=O)c3ccc(Cl)cc3)[nH]c(=O)c2cc1OC	-1	-1	-4	-1	-1	0.3	10	92	-10	-2
O=C1/C(=C\c2ccccc2Cl)SC(=S)N1CCC(=O)N1CCCc2ccccc21	0	-2	3	0	-4	1.5	-11	103	-4	-9
OCC(C#CCN1CCCCC1)NCc1ccccc1 (configuration not stated)	-4	7	-4	-3	2	-1.4	-5	104	-11	8
O=C(Nc1ccc(F)cc1)N1CCN(c2nc3ccccc3s2)CC1	0	-13	-9	-6	-4	-1.2	24	78	2	6
CCOC(=O)c1c(NC(=O)CSc2cccc[n+]2[O-])sc(C(=O)Nc2ccccc2)c1C	2	-1	-2	-13	0	-0.2	-4	111	-7	1
O=[N+]([O-])c1ccccc1-c1ccc(C(=S)N2CCCC2)o1	1	45	2	0	4	1.4	-5	99	6	-7
CC1CCC2(CC1)NC(=O)N(NC(=O)c1cc3ccccc3o1)C2=O (configuration not stated)	2	1	0	12	1	0.2	-1	90	7	-1
CCC(CC)C(=O)NCCc1cc2cc(C)c(C)cc2[nH]c1=O	3	0	11	-3	0	-1.7	-29	108	-2	9
COC(Cc1n[nH]c(=S)n1-c1ccc(Cl)cc1)OC	2	9	5	0	-2	-2.3	-15	.	2	12
CN(CC(=O)N1CCCc2c1c(=O)oc1ccc(O)cc21)Cc1ccccc1	-1	6	2	-6	1	-3.1	3	99	-5	14
COC(=O)c1ccccc1NC(=O)CN1CCC(n2nnc3cc(F)ccc32)CC1	3	-7	0	-5	-2	0.3	22	109	-5	-2
Cc1ccc(C(=O)C2CCN(C(=S)NCCCOC(C)C)CC2)cc1	15	15	0	5	-5	-0.8	1	102	3	4

Single records, from the list above. Values in the order: V-ATPase pHluor | Arrestin-AP2 inh | HTR5A ag ctr | PKA-R1A activ | DAGLB inhibitor | OPRM1-OPRD1 ag | HTR5A inv ag | DSG3 Ab inh | PKA-R2B activ | OPRM1-OPRD1 inv
COc1ccc(-c2c(C(C)=O)c(C)nc3sc4c(=N)n(N)cnc4c23)cc1 as listed: 4 | -8 | -6 | -6 | -3 | -3.7 | 17 | 98 | -2 | 22
C=CCN1N=C(/C=C/c2ccc(OC)cc2)CCC1=O as listed: 2 | -17 | -3 | -6 | -2 | -4.8 | 11 | 102 | -5 | 22
CC1(C)NC(=O)N(CCOCCSc2ccccc2)C1=O as listed: 0 | -5 | 1 | 10 | -1 | -0.6 | -8 | 94 | 4 | 3

Later entries.
SMILES	V-ATPase pHluor	Arrestin-AP2 inh	HTR5A ag ctr	PKA-R1A activ	DAGLB inhibitor	OPRM1-OPRD1 ag	HTR5A inv ag	DSG3 Ab inh	PKA-R2B activ	OPRM1-OPRD1 inv
Cc1ccc2c3c1C(=O)C(=O)N3C(C)(C)CC2C (configuration not stated)	-4	-3	2	0	6	-1.2	-10	95	-4	7
CC1=[N+]([O-])C(C)(C)C(C)N(O)C1=O (configuration not stated)	-1	21	-4	-12	-2	-2.8	-31	100	-1	16
Cc1cc2c(=O)[nH]cnc2s1	3	-2	-1	-16	-1	-1.4	1	106	6	8
C=CCc1c(C)nc(C)nc1N/N=C/c1ccccc1	3	10	-1	3	-1	-1.5	16	99	-5	7
CN(C)c1ccc(CNc2ncc(Br)cc2Br)cc1	12	9	2	-5	-9	5.6	-5	108	2	-31
O=C(Nc1nc(-c2ccccn2)cs1)c1ccco1	2	-3	1	-13	-3	-2.5	-2	84	-6	13
CCN(C(=O)CSc1ncccc1C(=O)OC(C)C)c1cccc(C)c1	6	3	11*	2	-8	-0.9	-13	104	0	5
OC(CN1c2ccccc2Sc2ccccc21)Cn1nnc2ccccc21 (configuration not stated)	-2	2	6	-7	3	7.3	-14	101	5	-42
O=C1CCCN1c1ncc(S(=O)(=O)c2ccc([N+](=O)[O-])cc2)s1	-1	-4	1	-7	-1	4.0	-47	109	1	-19
O=C(c1nc2ccc(Cl)cn2c1CNCCc1cnccn1)N1CCCCCCC1	-4	-7	-3	-2	-1	0.2	1	106	2	-2
Cc1ccc(/C=N/N2CCN(C3c4ccccc4-c4ccccc43)CC2)o1	-3	1	9	2	-3	-1.8	1	112	0	9
CCc1sc(C(C2C(=O)CC(C)(C)CC2=O)C2C(=O)CC(C)(C)CC2=O)cc1[N+](=O)[O-]	8.1*	12	1	-8	12	0.5	-6	82	-7	-3
Cc1ccc(C(=O)Oc2ccc3ccc(=O)oc3c2)cc1	-1	12	1	-5	-6	3.1	-3	97	-1	-15
Cn1c(-c2sccc2OCc2ccc(Cl)cc2Cl)n[nH]c1=S	2	-15	-3	7	-2	1.2	-3	101	-3	-6
Cc1cc2ncn(C3CC(=O)N(Cc4ccc(N5CCCC5=O)cc4)C3=O)c2cc1C (configuration not stated)	-1	2	.	2	-1	.	.	103	14	.
CCOC(=O)c1c(NC(=O)c2cc(CC(C)C)on2)sc(C(C)=O)c1C	1	6	-3	-3	-1	-0.2	-3	97	3	1
Cc1nn(Cc2ccccc2Cl)c(C)c1NC(=O)NC12CC3CC(CC(C3)C1)C2	2	5	0	1	-5	0.3	15	92	-7	-2
CCn1cc(C(=O)OC)c(=O)c2cc(S(=O)(=O)N(C)C3CCCCC3)ccc21	1	-10	-3	-9	3	-2.3	1	100	-1	12
Cc1cc([N+](=O)[O-])cc2c1NC(=O)C2(O)N1CCCCCC1 (configuration not stated)	-1	0	0	8	1	-1.5	-19	99	-11	8
CC1CCCC/C1=N\NC(=S)Nc1ccccc1 (configuration not stated)	3	54	-4	0	1	1.0	10	104	-10	-5
Cc1ccc2cc(CN(CCO)Cc3nnnn3Cc3ccc(F)cc3)c(=O)[nH]c2c1	-2	1	-6	3	-1	-0.4	8	107	-3	2
O=C(NCc1ccco1)c1c(O)c2cccc3c2n(c1=O)CCC3	0	-26	-6	-2	-1	-2.1	16	95	11	12
Cc1ccc(NC(=O)CNCc2ccccn2)cc1S(=O)(=O)N(C)C	0	-4	0	-5	2	-1.9	-9	110	-11	9

Quoted at random: 5 entries already listed.
SMILES	V-ATPase pHluor	Arrestin-AP2 inh	HTR5A ag ctr	PKA-R1A activ	DAGLB inhibitor	OPRM1-OPRD1 ag	HTR5A inv ag	DSG3 Ab inh	PKA-R2B activ	OPRM1-OPRD1 inv
O=C(NCc1ccco1)c1c(O)c2cccc3c2n(c1=O)CCC3	0	-26	-6	-2	-1	-2.1	16	95	11	12
CCn1cc(C(=O)OC)c(=O)c2cc(S(=O)(=O)N(C)C3CCCCC3)ccc21	1	-10	-3	-9	3	-2.3	1	100	-1	12
CC1CCCC/C1=N\NC(=S)Nc1ccccc1 (configuration not stated)	3	54	-4	0	1	1.0	10	104	-10	-5
Cc1nn(Cc2ccccc2Cl)c(C)c1NC(=O)NC12CC3CC(CC(C3)C1)C2	2	5	0	1	-5	0.3	15	92	-7	-2
Cc1ccc2cc(CN(CCO)Cc3nnnn3Cc3ccc(F)cc3)c(=O)[nH]c2c1	-2	1	-6	3	-1	-0.4	8	107	-3	2
